# Screening data (PubChem BioAssay)
# HT1080NT lethal – kills 2HG-producing HT-1080-NT fibrosarcoma cells | HT-1080-NT fibrosarcoma viability, CellTiter-Glo ATP luminescence, 48 h | Potency, µM (highest dose often 46.1 µM), for inactives: at the highest dose activity, negative = less viability, actives largely listed as cytotoxic | 1.6% of 360,000 active | AID 686970;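 further: NT is the 2HG producing partner of a matched IDH1 knockdown line; potency means the concentration at half of the fitted maximal effect; 0% = DMSO-treated cells and -100% = media-only wells without cells; nearly all actives have a fitted effect of over 55% in size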
#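 A 48-hour cytotoxicity screen used HT-1080-NT cells plated 2 hours before compound delivery. ATP-based CellTiter-Glo luminescence measured viability, normalized to DMSO and no-cell controls.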
# HT1080 IDH1KD tx – kills HT-1080 cells with IDH1 knockdown. HT-1080 IDH1 knockdown viability, ATP luminescence, 48 h. Potency, µM (series often up to 46.1 µM), for inactives: at the top dose activity, negative = toxicity, most hits filed as cytotoxic. 2% of 360,000 active. AID 686971;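 further: potency means the concentration at half of the fitted maximal effect; 0% = DMSO wells and -100% = cell-free medium wells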
#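 HT-1080-IDH1KD cells (IDH1 knocked down), 750/well in RPMI with 5% FBS, treated with compound 48 h at 37 degrees C. Viability by CellTiter-Glo luminescence, normalised to DMSO and no-cell wells; concentration-response curves classed.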
# IL1B secr inh – inhibitors of inflammasome signaling (IL-1 beta secretion). THP-1 LPS/ATP IL-1B secretion, AlphaLISA, 16 h; hits give low values. activity change, % at 57.5 µM. 4.7% of 360,000 active. AID 743279; in the data active means activity change below about -50%; inconclusive means mostly about -30% to -49%; further: on the % scale 0 is the no-effect control and ±100 the full control effect
#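 Secreted IL-1B measured by AlphaLISA bead assay after 16 h compound exposure of THP-1 cells; compounds (final up to 57.5 uM) added 1 h before LPS (250 ng/mL) and ATP (1.25 mM) stimulation; lower signal means less secretion.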
# HepG2 tox – HepG2 cytotoxicity, counter-screen for TGF-b inhibitors. HepG2 CAGA-GFP viability, ATP luminescence, 18 h. Potency, µM (series often up to 46.1 µM), without a hit: top-dose activity change, negative = cytotoxicity, most hits filed as cytotoxic. 0.76% of 410,000 active. AID 588856; further: potency means the concentration at half of the fitted maximal effect; some results filed as inactive show a strong effect at the top dose
#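 CellTiter-Glo luminescence gave cytotoxicity after 18 hours at 37 degrees C. The cells were HepG2 CAGA-GFP in 1% FBS DMEM, stimulated with 500 pg/mL TGF-beta after compound addition. %Activity was normalised to no-cell wells (complete cell-killing) and DMSO (no toxicity), and curves were fitted and classified.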
# MCF10A rereplic – inducers of DNA re-replication in MCF 10A breast cells | 2.9% of 350,000 active | Potency, µM (top dose mostly 46.1 µM), inactives show at the top dose activity, positive = re-replication, usual class: activators | MCF 10A DNA re-replication, Hoechst nuclear intensity, 48 h; further: potency means the concentration at half of the fitted maximal effect; % of control where 0% means no effect; nearly all actives have a fitted effect of over 50% in size
# ATXN2 expr inh – inhibitors of ATXN2 expression | HEK-293 ATXN2-luciferase reporter, luminescence, 24 h | 0.72% of 360,000 active | AID 1745845 | Potency, µM (doses to about 57 µM), for the others: top-dose activity change, negative = inhibition, hits mostly inhibitors; further: potency means the concentration at half of the fitted maximal effect; on the % scale 0 is the no-effect control and ±100 the full control effect; nearly all actives have a fitted effect of over 55% in size
#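 qHTS (up to 57 uM final) was run with 24 h compound exposure of reporter cells at 37 °C. Each well was multiplexed: SteadyGlo luminescence measured ATXN2-luciferase expression after a fluorogenic Gly-Phe-AFC viability readout (25 uM final).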
# KB-3-1 tox – KB-3-1 parental cell cytotoxicity; 1.4% of 400,000 active; Potency, µM (titrated, usually from 46.1 µM), for inactives: at the highest dose activity change, negative = cytotoxic, most hits filed as cytotoxic; KB-3-1 viability, CellTiter-Glo ATP luminescence, 72 h; further: potency means the concentration at half of the fitted maximal effect; on the % scale 0 is the no-effect control and ±100 the full control effect; nearly all actives have a fitted effect of over 60% in size
#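 Viability of parental KB-3-1 cells, measured by CellTiter-Glo luminescence, followed a 72 h incubation at 37 °C with pinned compounds in phenol-red-free DMEM containing 10% FBS.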
# SW480 rereplic – DNA re-replication induction in SW480 cells. SW480 DNA re-replication, Hoechst DNA content imaging, 48 h. Potency, µM (doses to about 46.1 µM), inactives show at the highest dose re-replication activation, usual class: activators. 1.8% of 340,000 active; further: potency means the concentration at half of the fitted maximal effect; % of control where 0% means no effect; nearly all actives have a fitted effect of over 55% in size
#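 Hoechst fluorescence of nuclei (405 nm excitation, 500-530 nm emission) measured by plate-scanning imager after 48 hr compound exposure at 37 C; re-replication scored as increased number of nuclei with elevated intensity.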
# S2 tox – cell viability loss in ATXN counter-screen; S2 cells (HEK-293 line with an ATXN2-luciferase reporter) viability, CellTiter-Fluor protease fluorescence, 24 h; Potency, µM (series often up to 56.7 µM), usual class: cytotoxic; 0.49% of 400,000 active; AID 651635; further: potency means the concentration at half of the fitted maximal effect; nearly all actives have a fitted effect of over 40% in size
# * hit, by the source's call; i = inactive; u = inconclusive; x = not tested or not shown; [ ] = dose if it differs, or a comment. Unless noted, the call rests on the fitted dose curve; in most records, active means well fitted curve in the direction sought with a large enough effect; inconclusive means small, poorly fitted or top-dose-only effect, or another doubt; inactive means no such curve, though single readings can be large; an effect the other way counts as inactive or inconclusive.
structure,IL1B secr inh,HT1080NT lethal,S2 tox,ATXN2 expr inh,HT1080 IDH1KD tx,KB-3-1 tox,MCF10A rereplic,HepG2 tox,SW480 rereplic
CCC(=O)N1CCC2(CC1)Oc1ccc(F)cc1C(=O)C21CC(c2ccccc2)=NO1 (stereo unspecified),-10.6,-2.6%,i,2.7%,11.8%,21.5%,0.8%,-2.1%,-2.0%
COc1ccc(Cn2nnnc2C(CC(C)C)N2CCN(c3ccccc3)CC2)cc1 (stereo unspecified),-3.4,-4.9%,i,-18.5%,2.5%[9.24 µM],-20.1%,u,-5.2%,0.1%
CCOC(=O)C(=CNNc1cccc(Cl)c1)C(=O)OCC,-18.0,-22.4%,i,0.8%,-26.4%,-9.3%,u,11.8%,0.2%
COC(=O)c1ccccc1NC(=O)CN1C(=O)CSC1=O,-4.4,3.4%,i,6.5%,-7.1%,-1.3%,3.5%,-17.2%,-2.6%
CCOC(=O)CN(C(=O)COc1nc(-c2ccccc2)cc(C)c1C#N)c1ccccc1C,49.4,0.1%,u,x,20.8%,3.66µM*,14.1%,11.6%,u
CCC/C(=C1/c2ccccc2C(=O)N1c1ccccc1)c1ccc2c(c1)OCCO2,33.7,u,u,-9.9%,u,u,u,-1.1%,u
Cc1csc(NC(=O)Cc2ccccc2Cl)n1,-4.7,-12.3%,i,13.6%,-14.9%,-5.1%,-6.7%,-11.6%,-11.0%
CCNC(=O)C1(C)CCCN(C(=O)c2cc(C)nn2C(C)(C)C)C1 (stereo unspecified),30.2,22.0%,i,1.9%,12.4%,0.0%,x,1.9%,x
O=C(CSc1nc(C2CC2)n(-c2ccccc2)n1)NCc1ccco1,-3.4,0.8%,i,x,6.1%,-4.4%,-8.8%,5.1%,-0.2%
CCCCN(C)CCn1c(=S)[nH]c2ccc(N3CCOCC3)cc2c1=O,19.9,13.7%,i,2.2%,-4.2%,-4.9%,17.5%,-19.5%,1.3%
COc1ccc(NS(=O)(=O)c2cc(NC(=O)C(CC(C)C)NC(N)=O)ccc2N2CCOCC2)cc1 (stereo unspecified),0.0,-1.2%,i,1.0%,0.0%,-2.5%,-11.4%,7.8%,-3.8%
S=c1[nH]nc(CNc2ccc(Cl)cc2)n1Cc1ccccc1,13.9,0.2%,i,10.9%,-4.0%,6.9%,u,4.8%,-0.9%
O=C(OCC(=O)N1c2ccccc2Sc2ccccc21)c1cccnc1,23.9,1.2%,i,x,0.4%,7.0%,1.6%,-29.1%,-4.2%
COc1ccccc1OCCC(=O)OCC(=O)NCc1ccc(F)cc1,-15.0,7.0%,u,x,2.8%,1.9%,-1.0%,-43.0%,1.6%
CC1CCCC(NC(=O)c2ccc3c(c2)NC(=O)CS3)C1C (stereo unspecified),-9.6,-1.7%,i,x,3.6%,3.5%,1.8%,-40.2%,-2.6%
Cc1ccc(N2C(=O)C(Cl)=C(N3CCOCC3)C2=O)cc1Cl,-70.0*,2.2%,i,-7.3%,2.3%,-4.2%,u,4.4%,0.6%
CCc1ccc2c(c1)NC(c1cccs1)=NC(c1ccc(F)cc1)=N2,x,x,i,4.1%,x,-3.0%,x,-40.3%,x
OCCn1nc2c3ccccc3nc-2n(-c2ccccc2)c1=S,10.1,4.9%,i,1.8%,0.9%,6.7%,9.5%,9.1%,-3.6%
COc1ccc(-c2noc(C(C)n3nc(C)c([N+](=O)[O-])c3C)n2)cc1OC (stereo unspecified),-22.4,-13.6%,i,-15.2%,-16.9%,u,6.7%,-21.2%,-3.6%
CC(=O)c1cn(CC(=O)Nc2ccc(C)cc2C)c2ccccc12,5.8,-3.8%,i,u,-15.7%,u,-1.9%,-9.1%,-0.8%

# Some values from the results shown.
# In KB-3-1 tox, `CC1CCCC(NC(=O)c2ccc3c(c2)NC(=O)CS3)C1C` (stereo unspecified) is entered as 3.5%
# In KB-3-1 tox, `O=C(OCC(=O)N1c2ccccc2Sc2ccccc21)c1cccnc1` is entered as 7.0%

# (further entries)
structure,IL1B secr inh,HT1080NT lethal,S2 tox,ATXN2 expr inh,HT1080 IDH1KD tx,KB-3-1 tox,MCF10A rereplic,HepG2 tox,SW480 rereplic
CC(=O)c1cccc(CN2CCCC(CCC(=O)NCc3ccccc3F)C2)c1 (stereo unspecified),20.1,4.8%,i,31.8%,20.2%,-0.6%,-3.1%,5.9%,0.4%
COC(=O)C1=CN(Cc2ccccc2)C=C(C(=O)OC)C1c1ccc(OC)c(OC)c1,6.0,13.2%,i,x,9.4%,-7.1%,13.9%,4.6%,8.8%
COc1cc(/C(C)=N/NC(=O)CN2CCN(S(=O)(=O)c3ccc(C)cc3)CC2)ccc1O,36.5,0.7%,i,-20.6%,-5.6%,6.7%,-0.5%,-7.4%,-2.4%
C#CCn1c(=NC(=O)c2cccs2)sc2cccc(OC)c21,50.8,-21.0%,i,1.9%,-19.9%,u,u,-34.2%,-5.4%
COc1ccccc1-c1cc(C(F)(F)F)nc(S(=O)(=O)CCCC(=O)O)n1,-87.4*,11.2µM*,u,u,8.91µM*,-15.5%,u,-45.9%,3.55µM*
CN(C)C1N(C(=O)c2ccccc2)N=C2c3ccccc3S(=O)(=O)N21 (stereo unspecified),2.5,-0.8%,i,6.2%,7.9%,9.6%,-0.1%,-5.9%,-1.8%
CN1CCN(C(=O)c2ccc(-c3ccc(Br)cc3)o2)CC1,-71.3*,2.6%,i,33.6%[activator],7.0%,-7.4%,u,-5.9%,2.4%
Cc1ccc2oc(=O)c(/C=C(\O)C(C)(C)C)nc2c1,32.6,-23.2%,i,-2.8%[11.3 µM],-24.9%,-7.2%,10.1%,-29.7%,-24.0%
COc1ccc(CNc2nc3ccccc3n2C(C)C)c(O)c1,u,-3.9%,x,-5.2%,-7.8%,-19.7%,12.8%,-9.7%,1.1%
O=C(CSc1nccn(-c2ccc(Br)cc2)c1=O)NC1CCCC1,-15.3,-0.5%,i,-17.9%,1.8%,2.9%,-14.3%,-7.4%,u
O=C(Nc1ccccc1C(F)(F)F)c1ncn[nH]1,56.0,21.2%,i,27.4%,-8.9%,-6.5%,0.3%,-35.5%,2.0%
O=C(NCCc1ccccc1)C1CC(=O)N(C2CCCCC2)C1 (stereo unspecified),1.2,-0.4%,i,15.4%,6.6%,6.9%,-14.6%,0.0%,-10.5%
CCN1CCN(c2ccc(S(=O)(=O)N3CCOCC3)cc2NC(=O)/C=C/c2cccc(OC)c2OC)CC1,u,5.1%,i,6.3%,17.7%,-1.2%,-1.8%,-15.0%,0.0%
O=C(N/N=C/c1ccccn1)c1cc(-c2ccc3ccccc3c2)n[nH]1,33.8,u,u,u,16.4µM*,-26.6%,u,-12.8%,u
CCOc1ccc(Br)cc1S(=O)(=O)Nc1cccc(S(=O)(=O)Nc2ccccc2C(=O)O)c1,11.1,-2.8%,i,x,0.0%,-13.2%,-0.4%,-0.2%,-2.8%
CCOC(=O)c1c(C)[nH]c(C(=O)/C(C#N)=C/c2ccc(OC)c(OC)c2)c1C,-15.8,14.3%,i,-2.2%,11.2%,1.2%,7.9%,-5.6%,-10.7%
CCCCCC(=O)N1C[C@H](O)[C@@H](n2cc(COC(=O)c3ccccc3)nn2)C[C@@H]1c1ccc(OC)cc1,-1.1,12.2%,i,-3.4%,17.8%,19.2%,x,13.6%,x
Cc1ccc(NC(=O)CCCc2ccccc2)nc1,-14.8,-3.9%,i,5.2%,-2.4%,-15.6%,-16.6%,2.0%,-2.8%
O=C1C2C(c3ccccc3)CC=CC2[C@H](c2ccoc2)N1Cc1ccccc1 (stereo partly specified),-12.4,-24.1%,i,-6.8%,-18.0%,-12.7%,-0.5%,-13.6%,8.6%
Cc1cc(C)n(CC(=O)NC2C(=O)N3C(C(=O)O)=C(CSc4nnc(C)s4)CSC23)n1 (stereo unspecified),0.0,4.4%,i,-18.4%,3.8%,-2.6%,0.731µM*,7.6%,-5.8%
CCC(=O)N1CCN(c2ccccc2NC(=O)COc2ccc(C(C)C)cc2)CC1,0.0,u,i,-27.1%,u,-9.4%,u,-27.2%,2.2%
COc1ccc(C(=O)N2CCN(c3ccc(NC(=O)c4ccco4)cc3)CC2)cc1,-15.1,-0.8%,i,-5.6%,14.1%,x,-6.5%,12.5%,1.2%
COc1cc(C(=S)N2CCOCC2)cc(OC)c1OC(=O)Cc1ccc(F)cc1,33.1,16.7%,i,-19.3%,24.0%,18.3%,3.2%,2.0%,-1.0%
COc1ccc(CC(CC(=O)O)C(=O)Nc2ccc(Cl)c(Cl)c2)cc1 (stereo unspecified),27.0,-3.8%,i,3.9%,-12.1%,-6.3%,7.2%,-35.7%,-20.6%
Cc1ccc(Cl)cc1N1CCN(C(=O)Cc2csc(Nc3nc(=S)[nH]c4ccccc34)n2)CC1,30.7,0.6%,x,2.0%,9.0%,0.3%,u,-8.9%,12.6%
CCOC(=O)C1(Cc2ccc(OC)cc2)CCN(C(=O)CN2CCOC2=O)CC1,24.3,4.3%,u,29.6%,12.2%,-1.0%,0.1%,-0.9%,-1.8%
CCOc1cccc(C(=O)Nc2ccc3c(c2)OCCO3)c1,-13.6,13.6%,i,25.1%,6.3%,0.8%,-0.8%,-15.1%,-2.5%
CCN(CC(=O)Nc1c(F)cccc1F)C(=O)c1ccc(N2CCOCC2)c([N+](=O)[O-])c1,16.0,14.0%,i,-5.8%,10.0%,-5.3%,-0.4%,22.8%,-0.2%
COc1ccc(N/N=C(/Oc2ccc([N+](=O)[O-])cc2)C(C)=O)cc1,0.0,-2.0%,i,-18.9%,-10.9%,-6.5%,9.3%,-12.3%,-0.7%
